Lmaj promast: inhibitors of Leishmania major promastigote growth. inhibition, % at 10 µM. 9% of 200,000 active. Leishmania major promastigotes, resazurin fluorescence viability; in the data active means inhibition above about 50%;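 further: promastigotes grown with compound for 44 hours at 28 °C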
bIAP inh: intestinal alkaline phosphatase (bovine) inhibition | purified bovine IAP, CDP-star luminescence, 30 min | inhibition, % at 20 µM | 190,000 tested, under 10 active;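 active means over 50% inhibition of intestinal alkaline phosphatase at 20 µM in the single-dose screen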
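Incubation: 30 min reaction at room temperature / Material: purified bovine intestinal alkaline phosphatase (IAP) enzyme / Input: enzyme at 1/65,000,000 dilution / Dosing: 20 µM single dose / Signal: CDP-star luminescence signal / Reagent: CDP-star chemiluminescent phosphatase substrate, 30 µM final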
ROMK mod: human ROMK K+ channel modulation, primary screen | P48048 | Tet-inducible ROMK, thallium flux fluorescence; actives lie on both sides | B-score at 10 µM | 2% of 130,000 active;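 active means signal ratio slope over the read window, or its plate-corrected B-score, at least 3 SD from the plate mean, either direction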;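 further: B-score of the F/F0 ratio slope over 7 to 12 s after thallium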
Target sequence (P48048 whole entry, looked up): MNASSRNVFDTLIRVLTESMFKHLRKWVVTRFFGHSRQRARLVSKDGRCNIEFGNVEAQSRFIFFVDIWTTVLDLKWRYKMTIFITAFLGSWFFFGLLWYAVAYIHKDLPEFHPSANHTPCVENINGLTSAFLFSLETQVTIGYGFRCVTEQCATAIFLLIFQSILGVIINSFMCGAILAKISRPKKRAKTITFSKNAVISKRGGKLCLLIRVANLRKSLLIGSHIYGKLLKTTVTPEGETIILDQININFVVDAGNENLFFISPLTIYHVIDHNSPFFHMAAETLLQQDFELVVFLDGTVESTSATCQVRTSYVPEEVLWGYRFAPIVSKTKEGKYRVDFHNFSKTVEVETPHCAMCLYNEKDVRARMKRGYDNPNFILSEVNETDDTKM
PPARg SRC-1 ag: promotes SRC-1 coactivator recruitment by human PPARgamma; PPARgamma-SRC-1 coactivator recruitment biochemical assay; 0.41% of 200,000 active; P37231; activation, % at 8 µM; in the data active means activation above about 19%;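 further: 0% = DMSO and 100% = reference agonist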
Target sequence (P37231 whole entry, looked up): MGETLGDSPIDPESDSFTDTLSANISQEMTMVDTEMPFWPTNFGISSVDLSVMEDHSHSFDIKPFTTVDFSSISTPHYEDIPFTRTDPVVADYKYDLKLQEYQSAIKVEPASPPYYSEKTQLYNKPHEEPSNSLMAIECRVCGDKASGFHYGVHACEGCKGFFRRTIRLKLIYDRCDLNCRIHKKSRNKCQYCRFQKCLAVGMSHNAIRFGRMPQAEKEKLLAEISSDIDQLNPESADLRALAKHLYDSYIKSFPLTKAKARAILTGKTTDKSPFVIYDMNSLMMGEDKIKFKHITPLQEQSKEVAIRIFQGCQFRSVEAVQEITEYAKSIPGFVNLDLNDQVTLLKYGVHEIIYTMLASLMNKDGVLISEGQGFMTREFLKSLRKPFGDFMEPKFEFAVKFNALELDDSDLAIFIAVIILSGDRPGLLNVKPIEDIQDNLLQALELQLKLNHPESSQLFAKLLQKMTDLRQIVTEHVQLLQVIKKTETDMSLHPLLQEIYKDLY
TLR4-MyD88 BLA: inhibitors of human TLR4-MyD88 binding. 0.18% of 200,000 active. inhibition, % at 8.4 µM. AID 861. HeLa CL3-4 TLR4/MyD88 BLA complementation, FRET ratio. O00206+Q99836; in the data active means inhibition above about 25%;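 further: 0% = vehicle and 100% = reference inhibitor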
Redox H2O2 prof: compounds producing H2O2 with reducing agent – biochemical, NIH compound library profiling, artefact control for MLSCN library redox annotation, primary screen. DTT-dependent redox cycling H2O2, phenol red/HRP absorbance; 100% = 100 µM peroxide control, 0% = buffer. activation, % at 10 µM. 0.03% of 200,000 active;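 active means activation of at least 50% relative to the plate's high and low controls in the primary single-dose screen; inactive means activation below 50%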;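 further: compound incubated with DTT at 0.8 mM final as the reducing agent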
S1P3 antagonist: blocks the human S1P3 receptor; Q99500; inhibition, % at 4.98 µM; AID 485; CHO S1P3 NFAT-BLA reporter, FRET fluorescence, antagonist mode; 0.27% of 170,000 active;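 active means inhibition above the plate cutoff, the mean inhibition of test wells on that plate plus 3 SD, cut at about 28% in these data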;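 further: cells challenged with S1P at its EC80 of 0.8 µM; blue over green emission ratio from cleaved BLA substrate after 4 h stimulation; 0% = S1P-stimulated wells and 100% = unstimulated DMSO-only wells; some compounds past the cut are filed as inactive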
PPARg SRC3 recr: PPARgamma-driven SRC-3 recruitment agonism. activation, % at 8 µM. P37231. 0.26% of 200,000 active. AID 731. biochemical PPARgamma/SRC-3 coactivator recruitment assay; in the data active means activation above about 23%;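 further: 0% = DMSO and 100% = reference agonist; some compounds past the cut are filed as inactive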
TR-FRET SRC-2 ct: counter-screen for PPARgamma SRC-2 recruitment agonists: TR-FRET artefact | hits give high values | TR-FRET ratio at 8 µM | 0.4% of 200,000 active | AID 1049; in the data active means TR-FRET ratio above about 2000; further: inactives centre near 1500; reference of the scale not given here
PPARg SRC2 recr: PPARgamma-driven SRC-2 recruitment agonism | P37231 | PPARgamma LBD-SRC-2 recruitment, biochemical | activation, % at 8 µM | 0.34% of 200,000 active; in the data active means activation above about 22%;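 further: 0% = vehicle and 100% = reference agonist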
bIAP activator: increases bovine intestinal alkaline phosphatase activity; purified bovine IAP, CDP-star luminescence, 30 min; hits give high values; fold of DMSO-control signal, blank-subtracted; activation factor at 20 µM; 0.17% of 200,000 active;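 active means activation factor of 2 or more at 20 µM, a signal rise over negative controls twice the positive control's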
Active calls of the source: *; nt = not tested or not shown.

Each structure is followed by: Redox H2O2 prof	ROMK mod	S1P3 antagonist	bIAP inh	PPARg SRC2 recr	Lmaj promast	PPARg SRC-1 ag	bIAP activator	TLR4-MyD88 BLA	TR-FRET SRC-2 ct	PPARg SRC3 recr
> COc1cc2c(cc1OC)C(c1cccnc1)CC(=O)N2 (stereo not given)
 : -0.4	nt	-36.6	11.4	-0.1	-0.6	2.3	0.9	-6.3	1513	2.4
> CCCCN1C(=O)c2ccc(C(=O)Nc3ccc(S(=O)(=O)N(C)C)cc3)cc2C1=O
 : -0.2	0.191	-19.1	-0.8	10.3	0.3	0.9	1	-8.4	1556	5.9
> CCOc1ccc2nc(Nc3nc4ccc(NC(C)=O)cc4s3)sc2c1
 : 0.1	0.0366	-15.6	8.4	3.9	72.1*	-2.1	0.9	-10.4	1566	3.2
> CCOC(=O)C1(CC2CCCCO2)CCN(C(=O)Nc2ccccc2CC)CC1 (stereo not given)
 : -1.6	nt	-25.3	-12.4	3.4	10.2	1.4	1.1	-8.0	1477	6.7
> C=CCNc1nc(-c2sc(NC(=O)CC)nc2C)cs1
 : -2.8	nt	27.8	-1.4	8.2	22.3	7.9	1	-72.8	1477	8.0
> Cc1cccc(N=C2N=C(N)c3ccccc32)c1
 : -3.5	nt	nt	5.3	0.5	0.7	3.0	0.9	4.4	1753	0.2
> Nc1nc(N2CCN(C/C=C/c3ccccc3)CC2)nc2ccccc12
 : 2.7	nt	5.9	-14.5	5.5	39.4	-9.8	1.1	1.1	1518	0.9
> CC1(C)CC(=O)C(C=NCCN2CCN(C(=S)NC3CCCCC3)CC2)=C(O)C1
 : -0.1	-0.334	-1.1	15.9	-0.7	-0.2	7.0	0.8	-18.2	1411	2.9
> Cc1ccc(NC2=NC(C(=O)Nc3ccc(C)c(C)c3)CC(=O)N2)cc1 (stereo not given)
 : 0.1	0.776	-1.0	-96.3	2.5	-4.2	0.0	2*	19.3	1621	-12.9
> Cc1ccc(NCc2nnc(SCC(=O)Nc3ncc(C)s3)n2Cc2ccco2)c(C)c1
 : -0.1	0.136	-10.3	11.4	8.0	1.1	-0.8	0.9	-12.0	1568	1.4
> CCOC(=O)N1CCN(C(=O)CSc2ccc(-c3ccncc3)nn2)CC1
 : -0.7	0.497	-11.8	6.7	0.5	-3.4	-2.8	0.9	4.5	1626	10.0
> CCOC(=O)c1cnc(-c2ccccc2)nc1Oc1ccc(Cl)cc1
 : 2.4	nt	nt	-4.8	6.7	-3.6	5.9	1	-4.8	1632	-4.4
> Cc1ccc(C)c(S(=O)(=O)n2cnc3ccccc32)c1
 : 2.5	nt	-55.0	2.4	5.8	-0.9	-2.5	1	11.6	1471	-5.8
> O=C(NCc1ccc(F)cc1)C1CCN(c2cnccn2)CC1
 : -0.7	0.0137	-13.1	-10.0	3.7	-2.7	7.0	1.1	8.3	1561	3.7
> O=C(CCCc1ccccc1)NCc1cn2ccsc2n1
 : -1.5	nt	-31.1	8.3	-5.7	-6.3	2.4	0.9	17.7	1550	-6.0
> CCOC(=O)C1CCN(S(=O)(=O)c2cc(Br)cc3c2N(C(=O)C2CC2)CC3)CC1
 : 0.6	nt	nt	-13.7	10.0	-5.8	1.2	1.1	-4.6	1511	-1.0
> CC(C)(C)OC(=O)N1CCC(c2cc(=O)n3[nH]cc(C(=O)NC4CCCC4)c3n2)CC1
 : 0.1	nt	nt	-28.2	-5.9	0.8	-0.3	1.3	-9.7	1668	-3.2
> CCc1ccc(C2CC(c3ccc(F)cc3)Nc3nc(N)nn32)cc1 (stereo not given)
 : -2.8	nt	-3.2	1.4	5.4	0.9	6.2	1	-1.9	1707	6.4
> COc1cc(OC)cc(-c2nc3ccccc3s2)c1
 : 1.7	nt	nt	11.0	-4.8	-0.4	6.6	0.9	0.0	1391	11.1
> CCOc1cc(C(=O)N2CCN=C2SC)cc(OCC)c1OCC
 : 0.3	0.101	1.1	6.0	-3.9	-1.5	-0.7	0.9	-9.5	1632	-4.0
> CCn1cc(CNC(=S)Nc2cccc(Cl)c2C)cn1
 : -0.9	-0.52	-6.0	4.5	2.8	1.8	4.7	1	-4.8	1648	1.9
> COc1ccc(-c2c/c(=N\c3nc(-c4ccccc4)c(C)s3)c3ccccc3o2)cc1O
 : 1.7	-0.675	nt	nt	7.5	10.4	-2.3	0.4	6.7	1432	-0.6
> Oc1ccc(N=C/C=C/c2ccc(Br)cc2)cc1-c1nc2ccccc2s1
 : -0.6	nt	-2.5	4.7	5.2	10.6	3.6	1	2.2	1790	5.2
> O=C(CSc1nc(-c2ccco2)cc(C(F)(F)F)n1)N1CCN(Cc2ccccc2)CC1
 : -3.4	nt	-25.8	3.2	4.5	11.1	9.0	1	-4.2	1755	9.9
> COc1cc(/C=N/NC(=O)c2ccc([N+](=O)[O-])cc2Cl)cc(Br)c1O
 : -0.5	nt	8.2	13.1	2.1	2.1	-0.7	0.9	-4.3	1542	2.0
> Cn1c(Cn2c(=O)sc3ccccc32)nnc1SCC(=O)NC1CCCC1
 : -1.1	nt	2.1	12.3	4.6	-5.0	13.3	0.9	0.4	1750	1.5
> COC(=O)C1=C(C)n2nnnc2NC1c1ccc(Cl)cc1 (stereo not given)
 : 0.8	nt	13.5	4.9	3.5	-5.5	6.9	1	-5.0	1469	9.8
> Cc1cc(C)c(NC(=S)NC(=O)c2ccc(-c3ccccc3)cc2)c(C)c1
 : 0.0	nt	-6.6	13.9	8.3	-0.2	3.9	0.9	-16.4	1597	3.4
> CC(C)CNC(=O)C1CCN(c2ccc(S(=O)(=O)N3CCOCC3)cc2Cl)CC1
 : 0.3	-0.104	-32.6	2.6	-3.1	8.5	2.1	1	2.5	1411	-7.9
> Nc1nc(SCc2nc(-c3ccccc3)no2)[nH]c(=O)c1-c1ccccc1
 : -0.1	-0.722	nt	7.9	-5.2	-4.8	-1.8	0.9	-0.5	1543	-5.2
> COc1ccccc1CN1CCCCC1C(=O)O (stereo not given)
 : -2.1	0.037	-8.9	-0.6	3.5	-4.0	-5.8	1	-1.6	1471	-3.3
> CSc1ccccc1C(=O)NCc1ccc(C)cc1
 : -0.3	0.309	-14.4	-3.9	-8.0	-0.4	-4.1	1	3.4	1363	-2.1
> Cc1ccc2nc(C3CCN(S(=O)(=O)c4ccc5ccccc5c4)CC3)[nH]c2c1
 : -0.2	-0.943	nt	-82.9	10.9	13.2	5.3	1.8	-3.5	1489	2.0
> COc1ccc(NC(=O)C2=NN(C3CCS(=O)(=O)C3)C(=O)CC2)cn1 (stereo not given)
 : -0.1	-0.651	-6.1	16.3	-3.7	0.1	5.8	0.8	-2.6	1503	2.8
> N#CCCn1cc(C(=O)Nc2ccccc2Br)c(-c2cc3ccccc3o2)n1
 : 0.8	nt	-3.0	11.2	5.4	5.5	2.9	0.9	7.0	1622	-2.8
> O=C(O)CCCC(=O)Nc1ccc(N2CCCC2)cc1
 : 1.9	-0.149	-13.9	9.0	0.2	-1.2	2.3	0.9	1.0	1594	1.9
> Cc1cc2ccccc2c(=O)n1CC(=O)NCC(=O)N1CCCC(C)C1 (stereo not given)
 : 0.0	0.731	nt	7.2	-1.8	-4.9	-2.1	0.9	5.9	1401	2.0
> O=c1[nH]n(-c2ccccn2)c(=O)c2ccccc12
 : -0.2	0.924	-29.5	-26.6	-2.1	-8.2	-1.1	1.3	6.2	1735	-5.8
> CC1CCc2[nH]c3ccc(C(=O)NCCCOC(C)C)cc3c2C1 (stereo not given)
 : -0.2	0.0659	-14.6	6.4	-3.8	13.7	3.2	0.9	-4.2	1502	3.8
> COc1ccc(OC)c(NS(=O)(=O)c2ccc3c(c2)n(C)c(=O)n3C)c1
 : 2.5	nt	-25.5	7.3	-0.2	2.8	-2.6	0.9	-4.5	1489	2.9
> CO/N=C/NC(=O)c1cn(-c2ccc(F)cc2)c(=O)c2ccccc12
 : -6.1	1.12	nt	-17.2	0.4	-5.6	3.5	1.2	-8.3	1610	11.7
> Cc1ccc(NC(=O)CCNS(=O)(=O)c2cc(Br)cnc2N)cc1Cl
 : 0.0	0.339	-3.9	6.7	8.7	34.9	0.3	0.9	-7.8	1795	4.8
> Cc1cc(NC(=O)c2ocnc2C)no1
 : 0.4	0.639	-9.9	6.7	5.4	-0.1	1.6	0.9	1.0	1547	1.1
> Cc1ccc(S(=O)(=O)N2CCC(C(=O)NCCCN3CCCCCC3)CC2)cc1
 : 1.5	0.58	-9.3	-33.1	-4.4	4.2	1.4	1.3	1.2	1518	-11.1
> Cc1ccccc1OCC(O)Cn1c(N2CCN(c3ccccc3)CC2)nc2c1c(=O)[nH]c(=O)n2C (stereo not given)
 : 0.3	-0.612	10.5	13.6	-9.1	-7.8	1.8	0.9	3.8	1401	-2.6
> O=C(Nc1cccnc1)c1noc2c1CCCC2
 : -2.3	nt	-6.7	13.8	5.1	-3.5	-3.6	0.9	3.0	1452	-5.0
> CN(C)c1ccc(CNCCC2(O)CCOC(C)(C)C2)cc1 (stereo not given)
 : -0.8	nt	-3.6	1.5	10.1	-4.3	3.7	1	2.5	1502	-6.6
> Cc1ccc2nc(/C(C#N)=C\c3ccc(N4CCCCC4)c([N+](=O)[O-])c3)[nH]c2c1
 : 0.5	-1.03	nt	33.4	-1.6	97.3*	6.5	0.7	-14.5	1580	-0.6
> COc1ccc(OC)c(NC(=O)NC2(C(F)(F)F)Oc3ccccc3O2)c1
 : 0.1	nt	nt	3.0	0.8	0.8	13.1	1	-6.3	1744	5.1
> COc1ccc(/C=N\NS(=O)(=O)c2ccc(Cl)cc2)cc1COc1ccccc1[N+](=O)[O-]
 : 0.6	0.721	nt	-2.3	4.4	18.1	-4.1	1	-2.9	1426	-0.1
> O=C(c1cc2ccccc2o1)N1CCCCCC1
 : -0.1	-0.371	6.5	1.5	2.8	-1.1	7.5	1	-6.0	1629	1.3
> CCOc1cc(CN2CCCC(C(=O)c3cccc(C(F)(F)F)c3)C2)ccc1O (stereo not given)
 : -0.3	1.47	-7.7	-13.6	6.2	54.2*	7.0	1.1	9.6	1577	2.1
> COc1ccccc1NC(=O)COc1cccc(-n2cnnn2)c1
 : -0.5	nt	-8.8	25.0	-5.8	-4.2	0.3	0.8	-12.9	1542	-0.2
> Cn1c(NCc2ccccc2)cc(=O)n(C)c1=O
 : 2.8	nt	-10.4	13.2	12.4	-3.6	-3.2	0.9	-26.6	1575	7.5
> Cc1cc(C)c2c(CC(=O)Nc3ccc(Cl)cn3)coc2c1
 : 0.9	-1.52	36.6	7.4	-0.9	-6.7	8.0	0.9	-11.7	1584	-0.7
> COc1c(Cl)cc(Cl)cc1C(=O)Nc1ccc(NC(C)=O)cc1
 : -0.1	0.211	0.7	-5.7	0.3	59.5*	-6.2	1.1	-10.4	1590	0.0

2 records drawn at random from the list so far:
Each structure is followed by: Redox H2O2 prof	ROMK mod	S1P3 antagonist	bIAP inh	PPARg SRC2 recr	Lmaj promast	PPARg SRC-1 ag	bIAP activator	TLR4-MyD88 BLA	TR-FRET SRC-2 ct	PPARg SRC3 recr
> CO/N=C/NC(=O)c1cn(-c2ccc(F)cc2)c(=O)c2ccccc12
 : -6.1	1.12	nt	-17.2	0.4	-5.6	3.5	1.2	-8.3	1610	11.7
> CC1CCc2[nH]c3ccc(C(=O)NCCCOC(C)C)cc3c2C1 (stereo not given)
 : -0.2	0.0659	-14.6	6.4	-3.8	13.7	3.2	0.9	-4.2	1502	3.8

Assay outcomes: PubChem, several laboratories
